# Assay outcomes from PubChem.
# MBNL1 CUG block: MBNL1-poly(CUG) RNA binding inhibition. TR-FRET MBNL1-His/biotin-(CUG)12 binding, 665/545 ratio. Q9NR56. Potency, µM (doses to about 57.5 µM), for the others: at the highest dose activity change, negative = inhibition, most hits filed as inhibitors. 280,000 compounds, 0.036% hits. AID 2675; active = well fitted inhibition curve with a large enough effect in the signal ratio, with a control signal flat, not every such curve was filed as active; inconclusive = small, poorly fitted or top-dose-only effect, or effect the other way, or a change in a side signal; inactive = no such curve, though single readings can be large or run the other way; the % refers to the signal ratio; also: % is scaled to controls: 0 for no effect and ±100 for the full control effect
#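 Compound titration spanned 92 nM–58 uM against the MBNL1-His/biotin-(CUG)12 complex. After 60 min at room temperature with 5 nM streptavidin-XL665 and 0.055 ng/ul terbium anti-His, ratiometric 665/545 nm emission (Ex 340 nm) normalized to controls.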
# ELG1 genotoxic: genotoxicity induction in ELG1-luciferase HEK293T cells; HEK293T ELG1-luciferase reporter, luminescence, 16 h; 330,000 compounds, 1.3% hits; Potency, µM (doses to about 46 µM), for the others: at the top dose activity change, positive = activation, usual class: activators; also: % of control where 0% means no effect; nearly all actives have a fitted effect of over 60% in size
#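 HEK293T cells expressing luciferase-tagged ELG1 were treated with compound or DMSO for 16 hr at 37°C. Luciferase activity was then read after 30 min with ONE-Glo at room temperature; rising signal flags genetic stress.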
# FLuc modulator: inhibits or activates purified firefly luciferase, miR-21 counter-screen | P08659 | purified FLuc, Km substrates, luminescence inhibition | Potency, µM (doses to about 57.5 µM), for inactives: at the highest dose activity change, negative = inhibition, most hits filed as inhibitors | 360,000 compounds, 6.9% hits;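 also: plate controls were vehicle for no effect and reference inhibitor for full effect; nearly all actives have a fitted effect of over 55% in size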
# Target sequence (P08659 whole entry, looked up): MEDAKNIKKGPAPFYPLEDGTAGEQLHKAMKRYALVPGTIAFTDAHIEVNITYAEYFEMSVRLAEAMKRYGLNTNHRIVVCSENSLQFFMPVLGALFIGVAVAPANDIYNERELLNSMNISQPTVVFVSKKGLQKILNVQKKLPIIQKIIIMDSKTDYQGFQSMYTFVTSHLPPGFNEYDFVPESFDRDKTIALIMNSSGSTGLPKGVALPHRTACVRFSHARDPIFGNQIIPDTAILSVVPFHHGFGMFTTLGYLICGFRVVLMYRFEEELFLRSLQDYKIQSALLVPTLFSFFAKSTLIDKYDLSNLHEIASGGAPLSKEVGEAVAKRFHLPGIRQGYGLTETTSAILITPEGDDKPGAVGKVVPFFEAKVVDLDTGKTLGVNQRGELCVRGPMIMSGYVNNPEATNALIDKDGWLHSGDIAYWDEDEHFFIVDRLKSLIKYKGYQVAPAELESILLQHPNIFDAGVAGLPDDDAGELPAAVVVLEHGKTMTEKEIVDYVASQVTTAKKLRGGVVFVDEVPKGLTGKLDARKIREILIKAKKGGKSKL
#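 Purified P. pyralis luciferase, 10 nM final, with Km-level 10 uM D-luciferin and 10 uM ATP in 50 mM Tris acetate pH 7.5, 10 mM Mg acetate, 0.01% Tween-20, 0.05% BSA; 6-point qHTS titration about 60 µM downward; luminescence read.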
# Gal4-VP16 FLuc: Gal4-VP16 reporter inhibition counter-screen | AID 2546 | Potency, µM (top dose mostly 53.6 µM), for inactives: at the highest dose activity, negative = inhibition, hits mostly inhibitors | Drosophila S2 Gal4-VP16 UAS-luciferase, luminescence, 20 h | 310,000 compounds, 3.5% hits;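 also: Gal4-VP16 expression switched on by copper sulfate through the metallothionein promoter; % is scaled to controls: 0 for no effect and ±100 for the full control effect; nearly all actives have a fitted effect of over 50% in size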
# uPA surface inh: inhibitors of cell surface uPA generation; cell surface uPA generation assay, qHTS; Potency, µM (doses to about 38.3 µM), for the others: top-dose activity change, negative = inhibition, most hits filed as inhibitors; AID 540303; 330,000 compounds, 0.31% hits; active = well fitted inhibition curve with a large enough effect; inconclusive = small, poorly fitted or top-dose-only effect; inactive = no such curve, though single readings can be large or run the other way; tested in mouse RAW 264.7 cells; also: % is scaled to controls: 0 for no effect and ±100 for the full control effect; nearly all actives have a fitted effect of over 55% in size
# NPC1 promoter act: activates the NPC1 promoter | Huh7 NPC1 promoter luciferase reporter, 24 h | Potency, µM (titrated, usually from 9.22 µM), for the others: at the top dose activation, most hits filed as activators | 320,000 compounds, 2.4% hits;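 also: % of control where 0% means no effect; nearly all actives have a fitted effect of over 60% in size; reporter is driven by a mutant NPC1 promoter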
#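 Huh7 cells stably carrying NPC1 promoter–luciferase, plated in Opti-MEM with 10% FBS for 2 h, were exposed to compound in DMSO for 24 h at 37 °C; luciferase reagent was added for 10 min and luminescence read.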
# p53 reactivation: mutant p53 re-activation in reporter cells; H1299 p53-A138V BP100-luciferase reporter, luminescence, 24 h; Potency, µM (top dose mostly 92.2 µM), without a hit: at the top dose activity change, positive = activation, hits mostly activators; 320,000 compounds, 0.063% hits; also: % of control where 0% means no effect; nearly all actives have a fitted effect of over 45% in size
#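 H1299 (p53-null), stable ts p53-A138V + BP100-Luc; 1000 cells/well, Opti-MEM/10% FBS; cpd 4 pt, 1:5; 24 h, 37 deg C, 5% CO2; detection reagent 10 min RT; luminescence.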
# MLL CXXC-DNA inh: blocks binding of human MLL CXXC domain to DNA. 290,000 compounds, 0.037% hits. AID 2662. Potency, µM (top dose mostly 115 µM), for inactives: at the highest dose activity change, negative = inhibition, actives largely listed as inhibitors. MLL-CXXC / FITC-HOXA9 DNA fluorescence polarization; active = well fitted inhibition curve with a large enough effect in the polarisation, with a control signal flat, not every such curve was filed as active; inconclusive = small, poorly fitted or top-dose-only effect, or effect the other way, or a change in a side signal; inactive = no such curve, though single readings can be large or run the other way; the % refers to the polarisation
#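 Fluorescence polarization: 7 uM MLL-CXXC (stock) preincubated 5 min with compounds, then 50 nM fluorescein-HOX-A9 DNA (stock) added; 30 min ambient. Buffer 50 mM Tris-HCl pH 7.5, 50 mM NaCl, 1 mM DTT, 0.05% BSA.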
# RORgamma inh: ROR gamma (mouse) transcription inhibition. 310,000 compounds, 5.4% hits. Potency, µM (titrated, usually from 53.6 µM), for the others: top-dose activity change, negative = inhibition, most hits filed as inhibitors. AID 2551. Drosophila S2 Gal4-RORgamma UAS-luciferase reporter, 20 h; also: % is scaled to controls: 0 for no effect and ±100 for the full control effect; nearly all actives have a fitted effect of over 60% in size
# Target sequence (P51450 whole entry, looked up, the tested form may be a part): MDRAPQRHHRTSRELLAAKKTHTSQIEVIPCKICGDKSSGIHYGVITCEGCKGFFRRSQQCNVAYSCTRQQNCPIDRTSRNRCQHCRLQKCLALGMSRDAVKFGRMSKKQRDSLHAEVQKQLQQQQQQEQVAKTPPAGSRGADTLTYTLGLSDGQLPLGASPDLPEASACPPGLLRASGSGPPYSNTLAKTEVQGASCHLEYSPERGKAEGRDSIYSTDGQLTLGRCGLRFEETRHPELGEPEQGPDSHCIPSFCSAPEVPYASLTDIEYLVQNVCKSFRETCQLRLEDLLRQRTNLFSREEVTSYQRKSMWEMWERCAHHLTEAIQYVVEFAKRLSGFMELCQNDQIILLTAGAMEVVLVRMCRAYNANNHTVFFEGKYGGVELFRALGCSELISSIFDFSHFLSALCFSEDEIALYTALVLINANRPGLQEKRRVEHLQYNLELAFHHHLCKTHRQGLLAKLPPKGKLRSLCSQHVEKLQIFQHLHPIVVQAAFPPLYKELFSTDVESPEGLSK
#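 Using a luciferase readout, inhibitors were identified by reduced reporter activity in Drosophila cells coexpressing a copper-inducible Gal4–ROR gamma fusion and UAS-driven Photinus luciferase, incubated 20 hr after 700 uM copper sulfate.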
# Rab9 promoter act: activates the Rab9 promoter | Huh7 Rab9 promoter-luciferase reporter, luminescence, 24 h | Potency, µM (series often up to 9.22 µM), for inactives: at the highest dose activation, negative = inhibition, actives largely listed as activators | 320,000 compounds, 2.8% hits; also: % of control where 0% means no effect; nearly all actives have a fitted effect of over 60% in size
#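 Quantitative HTS format; Huh7 Rab9-luciferase reporter cells (1500/well) receive compound 2 h post-plating, incubate 24 h at 37 °C, then get luciferase reagent for 10 min before luminescence reading.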
# BRCA1 expr act: activators of BRCA1 expression | Potency, µM (highest dose often 46.1 µM), for the others: at the top dose activation, actives largely listed as activators | 380,000 compounds, 1.1% hits | AID 624202 | MCF7-BRCA1-FFLuc reporter, luminescence, 48 h; response scale: scaled: vehicle 0%, 10 µM genistein 100%; also: nearly all actives have a fitted effect of over 80% in size; some results filed as inactive show a strong effect at the top dose
#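 MCF7-BRCA1-FFLuc, 2000 cells/well; 2 h attach, 37 °C/5% CO2; compound 48 h; luciferase substrate 15 min; luminescence end-point. Norm. to genistein 10 microM max activation and DMSO; concentration-response curves fitted.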
# An asterisk follows results filed as active; ? = inconclusive; . = no result given; & = joins results of further samples; [ ] = another dose, or the depositor's remark. Unless noted, calls follow the shape of the dose curve; as a rule, active = well fitted curve in the direction sought with a large enough effect; inconclusive = small, poorly fitted or top-dose-only effect, or another doubt; inactive = no such curve, though single readings can be large; an effect the other way counts as inactive or inconclusive. Potency is read from the fitted curve at half-maximal effect. An excerpt; count on the stated rates, not on these rows.
SMILES,MBNL1 CUG block,ELG1 genotoxic,FLuc modulator,Gal4-VP16 FLuc,uPA surface inh,NPC1 promoter act,p53 reactivation,MLL CXXC-DNA inh,RORgamma inh,Rab9 promoter act,BRCA1 expr act
CC(C)(C)c1ccc(/C=N/Nc2nncn2N)cc1,13%,6%,?,?,-9%,16%,.,-2%,-33%,16%,6%
CCn1c(COc2ccccc2)nnc1SCC(=O)Nc1ccc2c(c1)OCCO2,0%,-4%,-1%[2.3 µM],-10%,1%,0%,-4%,-5%,11%,-2%,-22%
CC1CCN(CCc2nc3cc(NC(=O)C(C)C)ccc3n2C)CC1,-6%,-2%,1%,6%,5%,-8%,4%,17%,5%,1%,-1%
CCOc1ccc2nc(NC(=O)CSc3nc4c(c(=O)n(C)c(=O)n4C)n3CC)sc2c1,-9%,-1%,-21%,-1%,.,0%,8%,10%,9%,4%,-2%
COc1ccc(C(=O)Nc2nc(CC(=O)NCCc3ccccc3)cs2)cc1,.,-8%,4.8µM*,.,-4%,24%,6%,.,.,30%,41%
Cc1ccn2cc(C(=O)N3CCN(c4cnn(-c5ccccc5)c(=O)c4Cl)CC3)nc2c1,.,0%,-3%,.,7%,0%,?,.,.,4%,3%
O=C(CCSCc1cccc(F)c1)NCc1ccc(F)cc1,-8%,0%,5%,7%,9%,-8%,-3%,-9%,4%,-4%,-23%
Nc1c(C(=O)NCCN2CCOCC2)c2nc3ccccc3nc2n1-c1cccc(F)c1,?,-1%,-1%,7%,14%,-1%,-11%,6%,-8%,-4%,0%
CCOC(=O)C1=C(N)c2ccccc2CC1C(C)C (configuration not stated),5%,-3%,3%,3%,3%,-1%,-1%,-5%,19%,1%,-27%
CCCCCCOc1ccc(N2C(=O)CC(N3CCN(CCN=CC4=C(O)CC(C)(C)CC4=O)CC3)C2=O)cc1 (configuration not stated),-4%,-8%,-5%,1%,24%,-4%,0%,1%,11%,-1%,-3%
O=C(CSc1nc2ccccc2c(=O)n1-c1ccccc1Cl)Nc1cccc(S(=O)(=O)N2CCOCC2)c1,?,4%,4%,3%,10%,7%,-9%,8%,9%,1%,-27%
Cc1c(C(=O)NCC2CCCO2)oc2c(Cl)cccc12 (configuration not stated),.,10%,-1%,.,0%,-2%,1%,.,.,2%,0%
O=C(Oc1ccc(N2C(=O)CCC2=O)cc1)c1ccccc1Cl,-6%,-5%,24µM*,-12%,0%,-5%,-29%,166%[activator],-18%,0%,-11%
O=C(NC(=S)Nc1ccccc1N1CCN(C(=O)c2ccccc2)CC1)c1cccs1,10%,9%,5%,-7%,14%,-8%,-1%,2%,-21%,-8%,-11%
COc1ccc2nc(N3C(=O)C(O)=C(C(=O)c4ccco4)C3c3ccccc3OC)sc2c1 (configuration not stated),10%,-2%,-16%,-17%,9%,0%,11%,4%,12%,3%,-11%
CCOCCCNC1=C(Cl)C(=O)c2ccccc2C1=O,?,-1%,?,?,?,-1%,-3%,-13%,-42%,-5%,0%
Cc1cccc(-c2c3c(=O)n(C)c(=O)n(C)c3cn2CC2CCCO2)c1 (configuration not stated),7%,3%,4%,2%,1%,-7%,-2%,11%,18%,6%,-14%
CC1(C)C(=O)Nc2ccccc2N1C(=O)COc1ncnc2ccccc12,-1%,1%,2%,1%,2%,0%,2%,10%,0%,2%,3%
CCOCCCNC(=O)c1ccc(OC(C)=O)cc1,-3%,4%,0%,15%,1%,5%,5%,39%[activator],26%,-2%,14%
COC(=O)c1ccc(-c2n[nH]c(=O)c3ccccc23)cc1,5%,-1%,-2%,8%,3%,0%,-7%,-4%,31%,-7%,13%
O=C(COC(=O)CCSc1ccc(Cl)cc1)NCCc1ccccc1,7%,1%,-15%,-1%,1%,1%,4%,-5%,-2%,1%,-1%
N#Cc1nc(N2CCCCC2)nc(N2CCOCC2)n1,4%,-8%,-16%,2%,0%,-9%,6%,1%,13%,-19%,-70%&-14%
CCOC(=O)c1c(C)[nH]c(C)c1C(=O)COc1ncnc2cc([N+](=O)[O-])ccc12,?,-9%,4%,-1%,0%,-13%,-3%,16%,-20%,-8%,-29%
O=S(=O)(c1cccc2nonc12)N1CCCCC1,?,-4%,0%,1%,2%,1%,-7%,0%,7%,-4%,-16%
Cc1cc(C(=O)Nc2cc(Br)ccc2O)on1,-9%,-6%,-11%,16%,-11%,29%,4%,-20%,52%,3%[1.84 µM],-50%
CCNC(=O)C(CC(C)C)NC(=O)C(CO)NC(=O)C1CCC(=O)N1 (configuration not stated),-4%,2%,1%,-2%,4%,2%,1%,0%,13%,-2%,1%
CN(CCOC(=O)c1ccc2c(c1)OCO2)C(C)(C)C,.,0%,1%,-1%,-10%,-4%,1%,-3%,14%,2%,2%
Cc1ccccc1-n1nnc2c(=O)oc3ccccc3c21,-3%,0%,-3%,-9%,3%,0%,-21%,-1%,7.9µM*,-13%,-71%
CC(C)CCOc1cccc(OCC(=O)Nc2ccncc2)c1,0%,6%,-18%,8.9µM*,2%,-19%,2%,-1%,?,-6%,9%
COc1cccc(CN(C)C(=O)CC23CC4CC(CC(C4)C2)C3)c1OC,-1%,-19%,-15%,-4%,.,?,1%,7%,?,-1%,-17%
Cn1c(=O)n(C)c2cc(NC(=O)CSc3nnc(-c4ccccc4O)n3-c3ccccc3)ccc21,?,?,-1%,17%,-13%,-6%,-8%,10%,3%,-7%,-61%
NC(=O)c1ccc(NC(=O)CC23CC4CC(CC(Br)(C4)C2)C3)cc1,0%,6%,1%,-4%,2%,0%,-1%,0%,-30%,1%,-15%
COC(=O)c1c(NC(=O)C2=COCCO2)sc(C)c1C,.,25%,-17%,.,-3%,-3%,-2%,.,.,13%,-65%
COC(=O)c1cccnc1-n1c(=O)c2cccnc2n(Cc2cccc(OC)c2)c1=O,16%,0%,2%,0%,-22%,0%,-2%,-5%,7%,0%,9%
CCC(=O)N1CCN(c2ccc(NC(=O)COc3ccc(CC)cc3)cc2)CC1,-4%,-1%,-1%,-20%,-18%,7%,-1%,3%,-13%,6%,4%
COc1ccc(N(CC(=O)Nc2ccc(C)c(F)c2)S(=O)(=O)c2c(C)noc2C)cc1,5%,-3%,0%,4%,6%,16%,-2%,1%,14%,9%,-35%
CCN(CC)S(=O)(=O)c1ccc(C(=O)NCc2nnc(SCC(=O)OC)n2C)cc1,9%,-2%,7%,-4%,.,2%,-13%,-3%,6%,3%,-13%
CCCOC(=O)c1c(-c2ccccc2)nc(CC)c(C(=O)SCC)c1CCC,.,15%,3%,.,0%,-2%[46.1 µM],0%,18%,.,-3%[46.1 µM],0%
CN(C(=O)c1c[nH]c(=O)cc1C(F)(F)F)c1ccc(Cl)c(Cl)c1,-2%,-4%,-1%,1%,0%,3%,-5%,9%,16%,2%,-12%
COc1cccc(-c2sc3ccc(OC)cc3c2C#CCCO)c1,.,0%,?,.,9%,7%,-1%,.,.,-3%,-39%
NS(=O)(=O)c1ccc(CCNC(=O)c2ccc3c(c2)OCO3)cc1,-3%,2%,3%,15%,2%,-4%,5%,-1%,3%,0%,-6%
CCOC(=O)/C(O)=C/c1ncc(C(F)(F)F)cc1Cl,?,-2%,?,10µM*,-4%,2%,-3%,-3%,8.9µM*,-1%,-10%
COc1ccc(/C(=N/O)C(C)(C)NO)cc1,-7%,-1%,0%,6%,4%,-1%,3%,12%,0%,2%,18%
COc1ccc(CNC(=O)c2cc3c(s2)CN(Cc2ccccc2)C3)cc1,14%,-1%,-8%,-7%,-2%,2%,-4%,2%,31%,1%,17%
Cc1cc(C)n2nc(SCC(=O)N(Cc3ccccc3)C3CCS(=O)(=O)C3)nc2n1 (configuration not stated),-4%,-1%,-1%,10%,1%,-4%,-1%,-7%,19%,0%,-12%
